Screening results: PubChem BioAssay, several laboratories
NFkB transloc inh = inhibitors of IL-1B driven NFkB p65 nuclear import, primary screen, imaging, HUVEC, IL-1B stimulus, high-content imaging; 94,000 compounds, 0.43% hits; inhibition, % at 2 µM; HUVEC IL-1B NFkB p65 nuclear translocation imaging;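 active means inhibition above about 30% together with a positive call from visual inspection of the well image, limit read from the data; inconclusive means inhibition above a set limit but visual check negative; inactive means inhibition not above a set limit, visual check negative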;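 further: nuclear over cytoplasmic p65 intensity ratio measured by imaging; 0% = IL-1B stimulated DMSO wells and 100% = unstimulated DMSO wells; values of inactives mirror those of a sister screen read the other way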
MRP resist rev = reversal of MRP1-mediated doxorubicin resistance, primary screen, H69AR cells, doxorubicin co-treatment; AID 602, 2007; 85,000 compounds, 0.04% hits; H69AR cells + 2 uM doxorubicin, CellTiter-Glo, 72 h; differential viability (reversal), % at 10 µM;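 active means viability drop by adding the cancer drug above about 55%, with treated viability meeting a 40% cutoff, limit read from the data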;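 further: viability without doxorubicin minus viability with 2 µM doxorubicin for each compound; larger differential means the compound sensitizes cells more to doxorubicin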
PLAP inhibitors HTS = PLAP enzyme inhibitors, biochemical, luminescence, HTS (AID 690). one-dose inhibition, % at 20 µM; IC50 in µM for titrated hits. 96,000 compounds, 0.08% hits. Alkaline phosphatase, placental type (Homo sapiens). purified PLAP, luminescent substrate; higher % means a stronger effect; in the data active means a potency from the dose series; inactive means the rest, 99 in 100 with inhibition below about 30%; further: strong numbers were not always called active
NFkB transloc pot = enhancers of NFkB p65 translocation in HUVEC – imaging, IL-1B stimulus, high-content imaging, primary screen. HUVEC IL-1B NFkB p65 nuclear translocation imaging. AID 819, 2007. activation, % at 2 µM. 94,000 compounds, 0.3% hits;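 active means activation above 40%, about the mean plus 3 SD, also judged a hit on visual image review; inconclusive means activation above 40% but not a hit on visual review; inactive means activation not above 40% and no visual hit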;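 further: percent activation is computed from the nuclear over cytoplasmic p65 intensity ratio; values of inactives mirror those of a sister screen read the other way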
Bcl-B displacement = displacers of TR3 peptide from Bcl-B, primary screen, selectivity assay for Bfl-1 inhibitor project, biochemical, fluorescence polarization; Bcl-2-like protein 10 (Homo sapiens); FP displacement of FITC-TR3 peptide from Bcl-B; higher % means a stronger effect; displacement, % at 20 µM, or IC50 in µM where a hit was titrated; 96,000 compounds, 0.11% hits;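 active means displacement above 50% at 20 µM plus a fluorescence interference ratio under 1.5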;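 further: plate controls were wells without compound for no effect and wells lacking Bcl-B protein for full effect; a part of the inactive calls stands beside numbers as strong as those of hits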
MRP resist rev cytotoxicity = further read-out of MRP resist rev, marked with its call; viability, %; H69AR cells, CellTiter-Glo, 72 h; measured here: cytotoxicity without doxorubicin
MRP resist rev with doxorubicin = second read-out of MRP resist rev, no call of its own (marks repeat the call); viability, %; measured here: viability with 2 uM doxorubicin; active compounds read low
NFkB transloc inh cell count 2 µM = also measured in NFkB transloc inh; calls as there; cell count; measured here: cells passing quality filter;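 raw number of nuclei counted in each imaged well without normalization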
NFkB transloc pot cell count 2 µM = also measured in NFkB transloc pot; calls as there; cell count; measured here: cells passing quality filter
An asterisk follows results filed as active; ? = inconclusive; · = not tested or not shown.

Start of the listing, in advance (3 entries):
SMILES	NFkB transloc inh	NFkB transloc inh cell count 2 µM	MRP resist rev	MRP resist rev cytotoxicity	MRP resist rev with doxorubicin	PLAP inhibitors HTS	NFkB transloc pot	NFkB transloc pot cell count 2 µM	Bcl-B displacement
Cc1c(C(=O)Nc2cnccn2)oc2ccccc12	-6.8	152	-22.0	38.0	60.0	21.1%	6.8	152	0.0%
CC(C)c1ccccc1N=C1SCCN1C1CCS(=O)(=O)C1 (configuration not stated)	-3.6	171	2.3	89.3	87.0	-27.1%	3.6	171	-13.4%
COc1ccc(C2C(C(=O)c3cccs3)=C(O)C(=O)N2c2nnc(C)s2)cc1OC (configuration not stated)	-5.3	151	9.8	86.8	77.0	-26.2%	5.3	151	119.4%

The list itself, previewed entries included:
SMILES	NFkB transloc inh	NFkB transloc inh cell count 2 µM	MRP resist rev	MRP resist rev cytotoxicity	MRP resist rev with doxorubicin	PLAP inhibitors HTS	NFkB transloc pot	NFkB transloc pot cell count 2 µM	Bcl-B displacement
Cc1c(C(=O)Nc2cnccn2)oc2ccccc12	-6.8	152	-22.0	38.0	60.0	21.1%	6.8	152	0.0%
CC(C)c1ccccc1N=C1SCCN1C1CCS(=O)(=O)C1 (configuration not stated)	-3.6	171	2.3	89.3	87.0	-27.1%	3.6	171	-13.4%
COc1ccc(C2C(C(=O)c3cccs3)=C(O)C(=O)N2c2nnc(C)s2)cc1OC (configuration not stated)	-5.3	151	9.8	86.8	77.0	-26.2%	5.3	151	119.4%
COc1ccccc1C(=O)NCCc1nc2ccccc2[nH]1	-13.2	145	-3.0	92.8	95.8	11.4%	13.2	145	5.5%
Cc1nnc(SCC(=O)N2CCOCC2)c2ccccc12	2.9	123	8.3	92.0	83.7	16.0%	-2.9	123	4.2%
O=C1CCCC2=C1C(c1cccs1)n1nc(SCc3ccccc3)nc1N2 (configuration not stated)	-12.5	114	-1.3	28.9	30.1	7.4%	12.5	114	12.5%
O=C(CC(c1ccccc1)c1ccccc1)NCCO	-0.6	179	6.0	100.2	94.2	-19.6%	0.6	179	-8.6%
CCCn1c(=O)c(C(=O)Nc2ccccc2C(=O)OCC)c(O)c2ccccc21	·	·	-6.2	82.3	88.5	-34.7%	·	·	6.7%
O=C(N1CCOCC1)C12CCC3CC(CC(C3)C1)C2	-10.9	103	3.8	91.9	88.1	-1.4%	10.9	103	-2.7%
O=C(NCc1ccco1)Oc1ccccc1	6.0	82	18.7	97.6	78.9	6.4%	-6.0	82	-3.5%
CCOc1ccc(S(=O)(=O)N2CCN(c3ccc(OC)cc3)CC2)c2cccnc12	-20.4	93	-29.3	34.8	64.0	-8.0%	20.4	93	-10.3%
COc1cccc(C(C#N)N2CCCCC2)c1O (configuration not stated)	-1.4	171	5.1	90.4	85.3	-6.5%	1.4	171	-0.9%
COc1cccc(C(=O)/C=C/Nc2cc(C)ccc2O)c1	1.4	71	-6.3	8.9	15.1	-185.7%	-1.4	71	-6.2%
O=C(Nc1cccnc1)c1ccc2c(c1)C(=O)N(Cc1cccnc1)C2=O	6.1	70	-12.3	82.0	94.3	-6.8%	-6.1	70	-6.4%
CCCCNC(=S)NNC(=O)C12CC3CC(CC(C3)C1)C2	11.2	124	8.4	81.3	72.8	25.8%	-11.2	124	-10.5%
CC(C)C(=O)Nc1ccc(-c2nc3cccnc3o2)cc1	10.4	124	3.1	100.2	97.1	-30.9%	-10.4	124	-6.2%
COc1nc(Nc2ccc3c(c2)OCO3)nc(OC)n1	-10.4	145	-1.6	86.8	88.3	21.7%	10.4	145	5.7%
COCc1cc(=O)[nH]c(Nc2nc3ccc(C)cc3o2)n1	0.6	111	-11.0	21.4	32.3	-84.6%	-0.6	111	-10.8%
Nn1c(SC/C=C/c2ccccc2)nnc1-c1ccncc1	12.4	87	15.0	94.7	79.7	7.4%	-12.4	87	-6.1%
CC1CCCCN1S(=O)(=O)c1ccc2c(c1)CCN2C(=O)C1CCC1 (configuration not stated)	-25.7	111	-29.2	42.7	71.9	-4.8%	25.7	111	-7.4%
CCOc1ccc(NC(=O)CN(Cc2ccccc2)S(C)(=O)=O)cc1	12.7	143	-2.1	93.4	95.5	·	-12.7	143	·
O=C(CCc1ccccc1)n1nc(-c2ccccc2)nc1NCc1ccco1	-10.3	63	·	·	·	·	10.3	63	·
CCC(=O)N1CCc2cc(S(=O)(=O)CCC(=O)O)ccc21	-32.4	163	-3.4	90.4	93.8	-6.0%	32.4	163	-11.9%
Cc1ccc(NCc2nnc(SCC(=O)c3ccccc3)o2)c(C)c1	-63.8	204	3.2	77.3	74.1	-2.6%	?	·	5.1%
COc1ccc(CCN2C(=NC(=O)CCC(=O)O)SC3CS(=O)(=O)CC32)cc1OC (configuration not stated)	-36.4	178	-4.9	89.8	94.7	7.7%	36.4	178	0.2%
CCCCC(c1nnnn1Cc1ccco1)N1CCN(C(=O)c2ccco2)CC1 (configuration not stated)	4.9	112	-6.9	86.3	93.2	-63.5%	-4.9	112	-0.6%
C/C(=N\Oc1cccc(F)n1)c1ccc(Cl)cc1Cl	-26.3	200	10.8	100.7	89.8	2.1%	26.3	200	9.2%
O=C(CCS(=O)(=O)Cc1ccccc1F)NCCCN1CCCCC1	7.8	104	-0.3	100.7	101.1	-12.4%	-7.8	104	6.1%
CC(C)NC(=O)c1ccc(-c2cccc(C(F)(F)F)c2)o1	3.5	176	-14.7	92.1	106.8	4.6%	-3.5	176	2.4%
CC(=O)c1ccccc1NS(=O)(=O)c1c(C)nn(-c2ccccc2)c1C	-4.1	87	-18.2	71.6	89.7	2.2%	4.1	87	0.1%
O=c1[nH]c2cc(Cl)ccc2n1-c1ccccc1	10.1	143	10.1	100.4	90.3	2.6%	-10.1	143	-20.6%
Nc1cc(-c2ccco2)no1	1.5	93	11.5	100.8	89.3	·	·	·	7.6%
Cc1cc(Br)cc(C)c1OCCCCN(C)C	-17.6	189	·	·	·	0.6%	17.6	189	10.2%
COc1ccc(CCNS(=O)(=O)c2ccc(N3CCCC3=O)cc2)cc1	0.6	168	13.8	109.7	95.8	·	-0.6	168	·
COc1ccc(-c2nc3n(n2)C(c2cccnc2)C(C(N)=O)=C(C)N3)cc1 (configuration not stated)	-9.7	98	8.4	104.0	95.6	·	·	·	·
C[C@H](NC(=O)NCCc1ccccc1)C(=O)O	-9.6	166	·	·	·	-22.6%	9.6	166	4.9%
Cn1c(=O)c2c(nc(CN3CCC(C(N)=O)CC3)n2Cc2c(F)cccc2Cl)n(C)c1=O	-5.1	115	6.3	86.3	80.0	-64.3%	5.1	115	-3.9%
CCOC(=O)c1ccc(NC(=O)C2CCCO2)cc1 (configuration not stated)	-1.6	150	1.6	106.7	105.1	7.3%	1.6	150	-2.9%
CCOC(=O)N1CCN(C(=O)CSCC(=O)Nc2nc(-c3ccc(Cl)s3)cs2)CC1	-2.8	133	-11.2	83.4	94.6	·	2.8	133	·
O=C(CSC1=NCCS1)N1CCN(c2ccc(Cl)cc2)CC1	7.2	168	-11.6	59.4	71.0	-15.9%	-7.2	168	7.4%
O=C(Cn1cnc([N+](=O)[O-])c1)Nc1cc(Oc2ccc(Cl)cc2Cl)cc([N+](=O)[O-])c1	-10.5	169	-11.1	9.9	21.1	·	10.5	169	·
O=C(NCN1CCc2ccccc2C1)c1cnccn1	10.8	97	-6.4	89.4	95.8	3.3%	-10.8	97	-3.0%
CCOc1ccc(C2NC(=O)NC(C)=C2C(=O)OC)cc1C (configuration not stated)	-26.7	174	9.1	94.8	85.7	6.6%	26.7	174	-7.8%
CCc1ccc(NC(=O)c2ccc3ncsc3c2)cc1	-11.4	162	11.2	97.6	86.4	5.9%	11.3	162	-2.9%
O=C(c1cc(-c2ccc(O)cc2)on1)N1CCCc2ccccc21	-4.8	44	-3.8	97.0	100.8	-13.4%	4.8	44	-11.2%
CCn1cc(/C=N/NS(=O)(=O)c2ccc(C)cc2)c(C)n1	9.8	148	·	·	·	-22.5%	-9.8	148	6.8%
Cc1ccc(NC(=O)c2c(C(F)(F)F)nn(C)c2Cl)cc1C	·	·	·	·	·	9.0%	·	·	-5.8%
COc1ccc(CCNC(=O)CCC2COc3ccccc3O2)cc1OC (configuration not stated)	-7.5	158	1.4	97.2	95.9	2.2%	7.5	158	-3.7%
Cc1cccc2c1OCC/C2=N\NC(=O)COc1ccccc1Cl	-29.1	197	·	·	·	9.3%	29.1	197	6.1%
COCCNc1nc(SCc2ccccc2)nc2sc3c(c12)CCC3	-2.3	186	-4.3	81.8	86.1	3.8%	2.3	186	-4.4%
COc1ccccc1OC(=O)CN1C(=O)c2ccccc2C1=O	-14.1	62	3.5	102.6	99.1	-8.9%	14.1	62	1.5%
Cc1cc(-c2ccccc2)nc(N2CCC(C(=O)NCc3ccccc3Cl)CC2)n1	0.1	107	-4.1	40.5	44.7	·	-0.1	107	·
COc1ccccc1C1C(C(C)=O)=C(O)C(=O)N1CCc1ccccc1 (configuration not stated)	-6.4	176	6.9	99.7	92.8	3.0%	6.4	176	-4.9%
OCCNc1ccc(Cl)cc1	10.5	150	13.4	106.7	93.2	20.7%	-10.5	150	7.0%
Cc1ccc(OCC(=O)Nc2ccc(Cl)cc2)c(-n2nc3ccccc3n2)c1	1.9	91	·	·	·	0.9%	-1.9	91	2.4%
O=C(CCC(=O)N1CCc2ccccc21)N1CCc2ccccc21	-16.8	117	6.0	82.8	76.8	·	16.8	117	·
Cc1ccc(-n2nnc3c(=O)n(Cc4cccc(C)c4)cnc32)cc1	9.2	153	12.1	102.0	89.9	-8.8%	-9.2	153	1.4%
Cn1c(SCC(=O)NC(C)(C)C)nnc1-c1ccc(C(C)(C)C)cc1	·	·	-7.3	82.3	89.7	-40.1%	·	·	-2.3%
Brc1ccc(OCCCN2CCOCC2)cc1	·	·	15.8	93.8	78.0	-45.0%	·	·	0.7%
CCC(=O)N1CCCc2cc(S(=O)(=O)N3CCC(N4CCCCC4)CC3)ccc21	·	·	9.6	90.9	81.3	-53.1%	·	·	-5.7%

(cont.)
SMILES	NFkB transloc inh	NFkB transloc inh cell count 2 µM	MRP resist rev	MRP resist rev cytotoxicity	MRP resist rev with doxorubicin	PLAP inhibitors HTS	NFkB transloc pot	NFkB transloc pot cell count 2 µM	Bcl-B displacement
O=S1(=O)N=C(SCCO)c2ccccc21	-11.0	55	-16.4	80.6	96.9	-7.0%	11.0	55	-7.0%
CCC(C)(C)NC(=O)C(c1cccn1C)N(Cc1ccccc1)C(=O)Cn1nnc2ccccc21 (configuration not stated)	1.4	169	1.1	92.5	91.5	-13.9%	-1.4	169	-26.0%
Cn1c(=O)oc2cc(S(=O)(=O)NC3CCCc4ccccc43)ccc21 (configuration not stated)	-31.6	196	-18.9	89.8	108.7	18.0%	31.6	196	8.1%
COc1ccc(-c2nnc(-c3cccnc3)o2)cc1OC	14.8	114	-7.0	74.7	81.7	5.1%	-14.8	114	19.6%
CC(=O)Nc1sc(C)c(C)c1CN1CCN(S(=O)(=O)c2ccccc2)CC1	·	·	-8.9	81.0	89.9	-39.0%	·	·	-4.2%
O=C(Oc1ccc(F)cc1C(=O)/C=C/c1cccs1)c1cccc([N+](=O)[O-])c1	31.3*	59*	1.0	3.0	2.0	11.3%	-31.3	59	27.9%
CS(=O)(=O)N(CC(=O)NCCc1ccccc1)C1CCCCC1	-2.5	139	6.9	96.1	89.2	-8.9%	2.5	139	0.6%
CCOC(=O)Cn1c(N2CCOCC2)nc2c1c(=O)[nH]c(=O)n2C	-1.0	194	2.8	92.6	89.8	7.9%	1.0	194	-1.9%
O=C1c2ccccc2-c2ccc(C(=O)N3CCOCC3)cc21	0.8	157	9.2	106.9	97.7	-11.3%	-0.8	157	-0.1%
Cc1ccc(-n2cc(C(C)(C)C)[nH]c2=S)cc1	4.3	181	-4.8	95.0	99.8	-3.5%	-4.3	181	8.6%

Some of the compounds tested; the hit share may differ from the screen's.
